ERG Ets-DNA blk = qHTS for Small Molecule Inhibitors of the ERG Ets/DNA interaction. AID 624246, 2012. fluorescence polarization, His-ERG Ets domain / labelled DNA. Transcriptional regulator ERG (Homo sapiens), P11308. 370,000 tested, 0.028% active. Potency, µM (highest dose often 76.9 µM), inactives show top-dose FP activity, negative = inhibition, most hits filed as inhibitors; active means well fitted inhibition curve with a large enough effect in the polarisation, with a control signal flat; inconclusive means small, poorly fitted or top-dose-only effect, or effect the other way, or a change in a side signal; inactive means no such curve, though single readings can be large or run the other way; the % refers to the polarisation;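 further: polarization taken with two DNA probes labelled with fluorescein and Texas red; potency means the concentration at half of the fitted maximal effect; % of control where 0% means no effect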
Target sequence (P11308 whole entry, looked up, the tested form may be a part): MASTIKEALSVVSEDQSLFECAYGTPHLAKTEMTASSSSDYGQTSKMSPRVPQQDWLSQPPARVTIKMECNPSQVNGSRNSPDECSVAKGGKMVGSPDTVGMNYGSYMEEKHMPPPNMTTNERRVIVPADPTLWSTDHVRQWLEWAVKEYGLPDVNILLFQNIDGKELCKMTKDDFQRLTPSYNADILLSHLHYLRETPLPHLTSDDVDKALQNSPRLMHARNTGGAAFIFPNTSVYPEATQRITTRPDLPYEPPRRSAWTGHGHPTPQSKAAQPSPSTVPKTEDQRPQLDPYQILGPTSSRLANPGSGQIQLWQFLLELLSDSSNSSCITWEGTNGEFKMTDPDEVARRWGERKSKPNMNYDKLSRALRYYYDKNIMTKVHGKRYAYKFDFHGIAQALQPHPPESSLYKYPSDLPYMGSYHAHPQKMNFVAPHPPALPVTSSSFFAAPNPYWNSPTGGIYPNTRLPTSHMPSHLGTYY
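His-tagged ERG Ets domain (1 uM in the protein solution; 300mM KCl, 50mM Tris-HCl, 1mM EDTA, 1mM DTT, pH 7.5) received compound, then a probe mix of 5 nM fluorescein-DNA and 100nM Texas-615-DNA. Fluorescence polarization was read for both dyes.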
Pol kappa inh = qHTS for Inhibitors of Polymerase Kappa; DNA polymerase kappa (Homo sapiens), Q9UBT6; 400,000 tested, 0.53% active; purified Pol kappa, fluorescent DNA synthesis assay, 10 min; AID 588579, 2011; Potency, µM (top dose mostly 107 µM), inactives show at the highest dose activity, negative = inhibition, usual class: inhibitors; further: potency means the concentration at half of the fitted maximal effect; on the % scale 0 is the no-effect control and ±100 the full control effect
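Enzyme at 10 nM met test compounds for 15 min at room temperature. Substrate addition (50 nM final) began the reaction, which was monitored by fluorescence at 0 and 10 min.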
APEX1 inh = qHTS Assay for Inhibitors of the Human Apurinic/apyrimidinic Endonuclease 1 (APE1). DNA repair nuclease/redox regulator APEX1 (Homo sapiens), P27695. recombinant APE1, TAMRA/BHQ-2 abasic DNA cleavage fluorescence. Potency, µM (titrated, usually from 65.8 µM), inactives show at the highest dose activity change, negative = inhibition, most hits filed as inhibitors. 350,000 tested, 0.35% active;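 further: potency means the concentration at half of the fitted maximal effect; plate controls were vehicle for no effect and reference inhibitor for full effect; nearly all actives have a fitted effect of over 55% in size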
Target sequence (P27695 whole entry, looked up): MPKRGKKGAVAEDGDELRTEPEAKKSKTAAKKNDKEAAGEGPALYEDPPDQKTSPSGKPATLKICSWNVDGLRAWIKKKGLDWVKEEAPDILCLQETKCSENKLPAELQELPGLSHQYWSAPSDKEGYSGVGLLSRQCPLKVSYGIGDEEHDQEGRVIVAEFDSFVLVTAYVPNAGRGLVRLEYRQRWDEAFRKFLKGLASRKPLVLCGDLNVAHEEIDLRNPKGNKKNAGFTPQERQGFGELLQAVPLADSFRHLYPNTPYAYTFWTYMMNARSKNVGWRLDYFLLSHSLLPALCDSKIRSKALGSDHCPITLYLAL
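Measures dequenching upon AP-site incision of a 5'-TAMRA/3'-BHQ-2 THF-containing duplex, 50 nM; human APE1 0.75 nM after 15 min room-temperature exposure to compound; kinetic three-point read at one-minute spacing.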
RGS4 inhibitor = Inhibitors of Regulator of G Protein Signaling (RGS) 4: qHTS; 390,000 tested, 0.039% active; Regulator of G-protein signaling 4 (Homo sapiens), P49798; Potency, µM (highest dose often 114 µM), inactives show top-dose activity change, negative = inhibition, usual class: inhibitors; Transcreener GDP fluorescence polarization, RGS4-accelerated GTP hydrolysis; further: potency means the concentration at half of the fitted maximal effect; on the % scale 0 is the no-effect control and ±100 the full control effect; nearly all actives have a fitted effect of over 75% in size; some results filed as inactive show a strong effect at the top dose
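MLSMR compounds (23 nl, pin-transferred) preincubated 10 min at room temperature with a 500nM (2x) first reagent, then RGS4 at 900nM (2x) plus Transcreener GDP mix added; fluorescence polarization (620/688 nm) read before and after 90 min at 30 °C.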
LDHA inh = qHTS assay for inhibitors of human lactate dehydrogenase; purified LDHA, NADH/diaphorase-resazurin fluorescence; stronger effect = lower value; activity change, % (values are at about 110 or 230 µM); 480,000 tested, 0.15% active; AID 1347041, 2019; in the data active means activity change below about -30%; inconclusive means mostly about -25% to -30%;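 further: plate controls were DMSO wells for no effect and wells without enzyme for full effect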
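Human LDH5 at 2 nM final in Tris HCl pH 7.4 with 0.06 mM NADH and 0.2 mM pyruvate, reacted 5 minutes at room temperature. Remaining NADH coupled via diaphorase/resazurin; resorufin fluorescence read at 0 and 20 minutes, normalized to enzyme-free and DMSO wells.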
ALOX12 inh = Primary qHTS assay for inhibitors of human arachidonate 12S-lipoxygenase (ALOX12): Round 2; Polyunsaturated fatty acid lipoxygenase ALOX12 (Homo sapiens), P18054; purified 12hLO, xylenol orange hydroperoxide absorbance; Potency, µM (top dose mostly 108 µM), inactives show top-dose activity change, negative = inhibition, most hits filed as inhibitors; 580,000 tested, 1.1% active; AID 1671190, 2021; further: potency means the concentration at half of the fitted maximal effect; on the % scale 0 is the no-effect control and ±100 the full control effect
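Hydroperoxide product was detected by ferrous iron/xylenol orange as the 573 to 405 nm absorbance ratio. Arachidonic acid at 40 uM (final) was turned over for 30 min at room temperature by 150 nM human 12hLO, pH 7.0 Hepes buffer, after 15 min compound preincubation.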
Pol eta inh = qHTS for Inhibitors of Polymerase Eta; DNA polymerase eta (Homo sapiens), Q9Y253; recombinant Pol eta, fluorescent DNA replication assay; Potency, µM (highest dose often 114 µM), for inactives: at the top dose activity change, negative = inhibition, usual class: inhibitors; 390,000 tested, 1.2% active; AID 588591, 2011; further: potency means the concentration at half of the fitted maximal effect; on the % scale 0 is the no-effect control and ±100 the full control effect
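Pol eta (10 nM) was preincubated with compounds for 15 min at room temperature, after which fluorescent replication substrate (50 nM final) was added to start the reaction. Fluorescence was read kinetically at 0 and 10 min.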
Pol beta inh = qHTS Assay for Inhibitors of DNA Polymerase Beta | Pol beta primer extension/strand displacement, fluorescence kinetic | Potency, µM (doses to about 114 µM), without a hit: at the top dose activity change, negative = inhibition, hits mostly inhibitors | 340,000 tested, 1.3% active; further: potency means the concentration at half of the fitted maximal effect; on the % scale 0 is the no-effect control and ±100 the full control effect
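Preincubation: enzyme (10 nM) with compound, 15 min, RT. Reaction: substrate added to 50 nM final. Reads: 0 and 10 min. Analysis: normalized, Hill fit.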
Anesthetic bind = qHTS Assay for Identification of Novel General Anesthetics | AID 485281, 2010 | Ferritin light chain (Equus caballus), P02791 | Potency, µM (series often up to 77.5 µM), for inactives: at the top dose activity change, negative = displacement, actives largely listed as inhibitors | 350,000 tested, 0.074% active | apoferritin/1-aminoanthracene competitive binding, fluorescence; further: potency means the concentration at half of the fitted maximal effect; on the % scale 0 is the no-effect control and ±100 the full control effect; nearly all actives have a fitted effect of over 20% in size
Target sequence (P02791 2-175 limits assumed): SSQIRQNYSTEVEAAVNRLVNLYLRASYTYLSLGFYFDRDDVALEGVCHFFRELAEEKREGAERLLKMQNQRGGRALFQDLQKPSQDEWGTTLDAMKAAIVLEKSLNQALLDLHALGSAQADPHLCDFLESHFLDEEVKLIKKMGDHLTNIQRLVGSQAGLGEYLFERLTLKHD
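Horse-spleen apoferritin (10 uM) was mixed with 50% saturated 1-aminoanthracene in PBS, exposed to compounds for 10 min at room temperature, and read for fluorescence (ex 380 nm, em 535 nm). Competitive displacement was fitted with a four-parameter Hill equation.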
An asterisk follows results filed as active; ? = inconclusive; . = not tested or not shown; [ ] = another dose, or the depositor's remark. Unless noted, the call rests on the fitted dose curve; in most records, active means well fitted curve in the direction sought with a large enough effect; inconclusive means small, poorly fitted or top-dose-only effect, or another doubt; inactive means no such curve, though single readings can be large; an effect the other way counts as inactive or inconclusive. Some of the compounds tested. The share of hits here may be higher or lower than overall.

smiles	ERG Ets-DNA blk	Pol kappa inh	APEX1 inh	RGS4 inhibitor	LDHA inh	ALOX12 inh	Pol eta inh	Pol beta inh	Anesthetic bind
O=C(ONC(=O)C1CCCCC1C(=O)NOC(=O)c1ccccc1)c1ccccc1 (centres undefined)	-3.6%	-2.9%	.	-1.1%	-2.0	-23.4%	-21.7%	.	.
Nc1ccc(S(=O)(=O)C(F)(F)F)cc1N	0.1%	-19.2%	11.4%	-18.5%	0.3	18.8%	-12.9%	39.1%	?
CCCCn1c(N)c(N(CCC(C)C)C(=O)C2CC(=O)N(c3ccccc3OCC)C2)c(=O)[nH]c1=O (centres undefined)	14.7%	-1.1%	9.3%	-17.7%	2.2	0.0%	-18.9%	5.8%	-8.8%
C=CCNC(=O)c1ccccc1SCc1c(C)noc1C	-1.3%	-3.5%	15.5%	-9.6%	-8.8	5.3%	-14.0%	-14.4%	-5.1%
COC(=O)c1c(-c2cccs2)csc1NC(=O)CSc1ncnc2sc(C)c(C)c12	1.6%	-7.0%	-5.2%	-12.1%	-12.4	0.0%	-14.5%	0.5%	-12.6%
Cc1nn(-c2ccccc2)c(C)c1C(=O)Nc1nnc(-c2ccco2)o1	3.2%	8.5%	9.0%	8.0%	2.2	0.0%	2.5%	3.8%	4.3%
CCOc1ccccc1C(=O)Nc1ccc(S(=O)(=O)Nc2nccc(C)n2)cc1	-5.7%	-8.3%	-36.5%	-1.5%	-5.8	-25.7%	-13.3%	42.2%	-1.5%
CC1=NN(C(N)=S)C(=O)C1N=Nc1ccc(Cl)cc1 (centres undefined)	6.9%	-14.3%	18.0%	?	1.0	0.0%	-9.9%	-1.6%	-6.6%
Cc1ccc(/C=C2\SC(=S)N(CCC(=O)Nc3cccnc3)C2=O)cc1	-6.4%	-11.9%	-3.3%	0.4%	-6.5	-5.0%	1.8%	80.1%	-7.1%
COc1ccccc1C(=O)NC(=O)COc1cc(Cl)ccc1Cl	11.7%	-8.0%	-2.6%	7.8%	-6.4	-3.3%	7.7%	.	.
Cc1cc(C(F)(F)F)c(C#N)c(SCC(=O)Nc2nc3ccccc3s2)n1	-12.0%	1.1%	7.5%	-7.5%	-5.8	-20.0%	-18.3%	-25.1%	-1.2%
Cc1ccc(-c2csc3nc(SCC(N)=O)n(Cc4ccccc4)c(=O)c23)cc1	-1.5%	-1.3%	0.5%	28.1%	-11.0	4.4%	-15.1%	15.5%	-2.6%
CCOc1ccc2nc(NC(=O)CSc3nc(SC)ns3)sc2c1	.	-21.6%	1.1%	?	0.4	12.6%	-12.9%	4.7%	-23.7%
Oc1ccc(Cl)cc1C1=Nc2ccccc2N=C(c2cccc(Br)c2)C1	10.6%	-10.8%	.	-17.2%	-5.0	-11.0%	-7.1%	7.8%	43.9%[activator]
CC(C)[C@H](NS(=O)(=O)c1ccc(Cl)cc1)C(=O)OCC(=O)c1c(N)n(C)c(=O)n(C)c1=O	-2.2%	4.5%	-9.9%	-7.7%	-3.3	56.2%[activator]	-21.5%	.	.
O=C(OCC(=O)N1CCCCC1)c1cccc(NS(=O)(=O)c2ccccc2)c1	-3.3%	-1.0%	-12.8%	2.4%	-12.3	6.4%	-4.7%	.	.
C=CCn1c(C)nc2c(cnn2-c2ccccc2)c1=O	3.0%	2.8%	14.8%	-4.1%	-2.7	-30.9%	-4.6%	45.1%	-0.4%
COc1ccc(Br)cc1S(=O)(=O)NCc1ccccn1	5.3%	-1.8%	26.6%	16.5%	-3.7	54.3%[activator]	-8.0%	2.5%	-3.8%
CCc1ccc(C(=O)N2CCCN(C)CC2)s1	-2.3%	-1.9%	3.0%	1.2%	-8.6	0.0%	3.0%	-7.4%	-4.7%
O=C(CCS(=O)(=O)c1cccs1)Nc1ccc(C(=O)NCc2cccs2)cc1	7.9%	-4.1%	4.7%	-28.5%	2.9	25.3%	-11.2%	61.9%	-20.1%
Cc1ccc(CNC(=O)Cn2ccc3cc(S(=O)(=O)N4CCCCCC4)ccc32)cc1	3.4%	-13.6%	38.6%	11.5%	-4.1	-1.2%	-1.7%	25.4%	31.1%[activator]
COc1ccc(CNc2oc(/C=C/c3cccc(OC)c3)nc2C#N)cc1	2.7%	-9.7%	.	-3.1%	-2.2	-22.0%	-10.5%	1.3%	264.4%[activator]
c1cc(N2CCCC2)ccc1C(c1nnnn1C1CCCCC1)N1CCOCC1 (centres undefined)	-2.5%	-4.0%	12.4%	?	2.8	-13.0%	-10.9%	13.8%	-8.2%
Cc1ccc(SC(C)C(=O)Nc2c(C)n(C)n(-c3ccccc3)c2=O)cc1 (centres undefined)	-1.8%	-7.8%	0.0%	-20.3%	-3.4	0.0%	9.0%	-18.7%	-12.2%
CCn1nc(C)cc1C(=O)N1CCCC(N2CCN(Cc3ccc4c(c3)OCO4)CC2)C1 (centres undefined)	?	6.5%	24.6%	-5.1%	-0.2	6.0%	-3.8%	23.9%	1.5%
COc1cccc(C(=O)NCC(=O)OCC(=O)C(C)(C)C)c1	-5.4%	-10.5%	-2.1%	-4.9%	-5.3	1.2%	-2.2%	2.3%	-9.8%
CCNC(=S)N(CCc1ccc(S(N)(=O)=O)cc1)C1CC(=O)N(c2ccccc2)C1=O (centres undefined)	1.7%	-9.2%	11.4%	38.6%	-11.2	?	-8.9%	24.2%	-5.0%
CC1=C(C(=O)OC(C)C)C(c2cccc(F)c2)n2ncnc2N1 (centres undefined)	-5.2%	3.6%	-0.1%	3.7%	-0.3	13.9%	-19.2%	12.0%	-10.4%
COc1ccc2oc(C(=O)OCC(=O)N(CCC#N)c3ccccc3)c(C)c2c1	2.3%	-7.9%	3.9%	6.1%	-1.6	-12.0%	?	?	-4.6%
O=C(Cc1ccccc1)Nc1ccc(N2CCOCC2)cc1	-4.0%	-19.7%	2.9%	19.6%	4.5	-5.5%	2.9%	1.0%	-9.7%
CCOc1ccc(S(=O)(=O)NCC(c2ccc(N(C)C)cc2)N2CCCC2)cc1 (centres undefined)	11.3%	-0.6%[60.1 µM]	.	-16.0%	5.8	-16.2%	-14.4%	-12.4%	-4.4%
CCOCCCNC(=O)/C(C#N)=C/c1cc(C)c(O)c(C)c1	8.4%	7.2%	15.3%	-20.6%	0.0	1.6%	-9.4%	45.2%[activator]	-11.8%
Cc1cc2cc(C(c3nnnn3Cc3ccccc3)N3CCc4ccccc43)c(=O)[nH]c2cc1C (centres undefined)	-15.7%	-14.5%	-11.3%	-14.0%	5.2	?	-0.4%	-1.7%	?
C=CCN1C(=O)/C(=C\c2ccc(C)cc2)N=C1SCC(=O)NCCC	0.3%	-12.6%	-4.1%	15.6%	-5.5	0.0%	-7.9%	31.4%	3.7%
CCCC12CN3CC(C)(CN(C1)C3c1cccs1)C2=O (centres undefined)	-2.0%	-16.0%	-3.9%	27.5%	-6.5	?	-10.2%	-0.2%	3.1%
CC(Cl)C(=O)NN=C(c1ccccc1)c1ccccc1 (centres undefined)	-7.0%	-16.6%	19.8%	9.9%	-12.8	5.7%	?	8.3%	-15.6%

Sorted by the number under Pol kappa inh (largest number first): 3 from the list above
| structure | Pol kappa inh |
| --- | --- |
| COc1cccc(C(=O)NCC(=O)OCC(=O)C(C)(C)C)c1 | -10.5% |
| CCCC12CN3CC(C)(CN(C1)C3c1cccs1)C2=O (centres undefined) | -16.0% |
| CC(Cl)C(=O)NN=C(c1ccccc1)c1ccccc1 (centres undefined) | -16.6% |

Continued:
smiles	ERG Ets-DNA blk	Pol kappa inh	APEX1 inh	RGS4 inhibitor	LDHA inh	ALOX12 inh	Pol eta inh	Pol beta inh	Anesthetic bind
COc1ccc2c(c1OC)C(=O)N1c3ccccc3COC21 (centres undefined)	0.5%	3.1%	0.7%	12.6%	-8.4	141.1%[activator]	1.6%	-1.6%	-13.1%
COCCCN1CN=C(Nc2nc3ccccc3o2)NC1	-0.2%	2.4%	22.7%	-12.5%	1.8	-5.1%	-13.0%	-7.6%	-3.4%
CCOc1ccccc1NC(=O)c1ccc(C(=O)Nc2ccccc2OCC)nc1	0.8%	2.5%	11.9%	9.0%	-0.6	4.2%	-4.8%	20.1%	-7.4%
CCOc1ccc(CCNc2ccc3nnc(-c4ccccc4)n3n2)cc1OCC	0.5%	-8.6%	?	-12.7%	-10.6	-1.4%	-21.5%	0.3%	-8.0%
CC(=O)c1c(O)cc2n(c1=O)-c1ccc(Cl)cc1C2(C)C	-4.8%	-3.9%	14.2%	-6.7%	1.0	?	-12.7%	-1.1%	-1.6%
